SR-BI uptake up = activators of SR-BI mediated DiI-HDL uptake, primary screen, ldlA[mSR-BI] CHO cells, DiI fluorescence | 3 h; 100 = double the neutral-control signal | hit rate 0.096% among 320,000 | activation, % at 12.5 µM;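 active = mean replicate activation of at least 60% and every replicate at or above 60%; inconclusive = mean or all-replicate condition met, but not both; inactive = mean below 60% and not all replicates reaching 60%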;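 note: 0% = median plate neutral-control signal and 100% = twice that signal; values of inactives mirror those of a sister screen read the other way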
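Test system: SR-BI-overexpressing, LDLR-lacking CHO cells. Measured by: DiI fluorescence, bottom read. Medium: Ham's F12 with 0.5% BSA, HEPES 25 mM, pH 7.4. Timing: 3 h uptake period with compound, 37 °C.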
Rtt109 HAT inh = inhibitors of C. albicans Rtt109/Vps75 HAT, primary screen, biochemical, ThioGlo CoA-SH fluorescence, plate reader; inhibition, % at 34.9 µM; purified Rtt109/Vps75, 4 h; hit rate 0.16% among 330,000;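 active = inhibition of at least 50% in every replicate; inconclusive = best replicate reaches 50% inhibition but some replicates fall short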
Target sequence (Q5AAJ8 whole entry, looked up): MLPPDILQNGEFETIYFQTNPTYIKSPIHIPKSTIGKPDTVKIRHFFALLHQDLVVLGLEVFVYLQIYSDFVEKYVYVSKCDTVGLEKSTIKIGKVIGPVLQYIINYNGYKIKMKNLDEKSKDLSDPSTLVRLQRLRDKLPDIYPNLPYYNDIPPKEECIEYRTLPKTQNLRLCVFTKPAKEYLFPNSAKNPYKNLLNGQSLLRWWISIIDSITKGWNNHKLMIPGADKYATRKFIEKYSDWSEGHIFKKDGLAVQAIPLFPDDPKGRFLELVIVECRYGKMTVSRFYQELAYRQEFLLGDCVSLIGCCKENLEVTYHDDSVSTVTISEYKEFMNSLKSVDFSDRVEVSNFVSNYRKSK
PvdQ inh = P. aeruginosa PvdQ acylase inhibitors, primary screen, biochemical, fluorescence, plate reader and imaging, single point | PvdQ acylase [Pseudomonas aeruginosa LESB58] | purified PvdQ acylase | inhibition, % at 10 µM | hit rate 0.063% among 340,000 | AID 488965, 2010; in the data active = inhibition above about 30%, passing the limit was not always enough; inconclusive = no clear call, values can overlap the other calls;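 note: 0% = vehicle neutral wells and 100% = reference inhibitor wells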
SR-BI DiI inh = inhibitors of SR-BI mediated HDL lipid uptake, primary screen, ldlA[mSR-BI] cells, fluorescence, single point; AID 488896, 2010; hit rate 0.96% among 320,000; inhibition, % at 12.5 µM; ldlA[mSR-BI] CHO cells, DiI-HDL uptake fluorescence, 3 h;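 active = mean replicate inhibition of at least 70% and a set share of replicates each scoring 70 or more; inconclusive = meets just one of the two criteria; inactive = fails both criteria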;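 note: 0% = median of neutral control wells and 100% = median of positive control wells; values of inactives mirror those of a sister screen read the other way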
MITF act = activators of MITF-driven TRPM1 promoter reporter, primary screen, cell-based, SK-MEL-5, luciferase, single point. activation, % at 12.5 µM. SK-MEL-5 TRPM1-promoter luciferase, 24 h; % of positive control, neutral wells = 0. hit rate 0.75% among 300,000;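 active = mean activation of at least 80% with every replicate also reaching 80%; inconclusive = mean reaches 80% but some replicate falls short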;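 note: 0% = neutral control wells and 100% = parthenolide positive control wells; values of inactives mirror those of a sister screen read the other way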
RTF Ca sens act = cardiac RTF calcium sensitivity activators, primary screen, biochemical, IANBD-TnC fluorescence, EC20 calcium | Troponin I, cardiac muscle (Homo sapiens) + Troponin T, cardiac muscle (Homo sapiens) + … | IANBD-labeled TnC RTF fluorescence at EC20 calcium; 0% EC20 calcium, 100% full calcium | activation, % at 7.2 µM | hit rate 0.24% among 340,000 | AID 493008, 2010;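 active = activation above the mean over all tested compounds plus 3 SD, cut at about 30% in these data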;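 note: rise in fluorescence read as greater calcium sensitivity of cardiac thin filaments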
CDK5 p35 inh = inhibitors of human CDK5/p35 kinase, primary screen, biochemical, single concentration; Cyclin-dependent kinase 5 (Homo sapiens) + Cyclin-dependent kinase 5 activator 1 (Homo …; Recombinant CDK5/p35, ADP-Glo luminescence, 60 min; inhibition, % at 10 µM; hit rate 0.01% among 330,000;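 active = highest replicate inhibition of at least 50% and at least 75% of replicates reaching 50%; inconclusive = only one of the two criteria met; inactive = both criteria failed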;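 note: plate controls were DMSO neutral control for no effect and GW8510 at 10 µM for full effect; many of its hits are not listed in these tables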
Target sequence (Q00535 whole entry, looked up): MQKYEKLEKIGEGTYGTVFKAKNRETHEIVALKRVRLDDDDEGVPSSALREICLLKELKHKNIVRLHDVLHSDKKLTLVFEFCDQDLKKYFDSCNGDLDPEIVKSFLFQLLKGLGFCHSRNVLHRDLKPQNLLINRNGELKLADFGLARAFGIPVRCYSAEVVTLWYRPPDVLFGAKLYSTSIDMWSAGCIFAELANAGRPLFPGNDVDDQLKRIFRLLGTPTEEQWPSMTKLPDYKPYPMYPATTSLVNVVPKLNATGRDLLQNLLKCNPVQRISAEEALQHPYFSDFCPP
Target sequence (Q15078 whole entry, looked up): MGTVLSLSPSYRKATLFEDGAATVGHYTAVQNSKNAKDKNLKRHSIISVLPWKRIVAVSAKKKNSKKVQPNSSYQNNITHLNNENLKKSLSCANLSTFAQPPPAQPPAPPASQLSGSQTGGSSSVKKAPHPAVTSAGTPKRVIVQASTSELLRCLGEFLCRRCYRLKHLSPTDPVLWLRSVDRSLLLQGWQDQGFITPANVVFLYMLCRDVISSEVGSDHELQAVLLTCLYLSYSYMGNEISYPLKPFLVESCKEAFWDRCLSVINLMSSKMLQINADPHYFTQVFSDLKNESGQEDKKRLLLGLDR
Wnt act = Wnt/beta-catenin pathway activators, primary screen, cell-based, plate reader, single point | Wnt/beta-catenin reporter cell assay, activator | activation, % at 9.35 µM | hit rate 1.2% among 300,000; in the data active = activation above about 30%, passing the limit was not always enough; inconclusive = no clear call, values can overlap the other calls;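 note: 0% = neutral control wells and 100% = positive control wells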
dFosB act = activators of delta FosB homodimer, primary screen, biochemical, fluorescence polarization, TAMRA-CDK5 oligo, single point. purified delta FosB; percent of positive-control signal above neutral wells. activation, % at 25 µM. hit rate 0.99% among 340,000;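 active = mean activation above about 17%, with every replicate also reaching it, limit read from the data, passing the limit was not always enough; inconclusive = only one of the two conditions met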;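 note: fluorescence polarization rise as delta FosB binds a TAMRA Cdk5 AP-1 oligo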
HTR5A ag ctr = HTR5A agonists in luminescence cell assay, primary screen, counter-screen for OPRM1-OPRD1 heterodimer agonist project, full-deck HTS. 5-hydroxytryptamine receptor 5A (Homo sapiens), P47898. cell-based. activation, % at 9.3 µM. hit rate 0.61% among 340,000; in the data active = activation mostly above about 9.5%, no sharp cut-off; inactive = mostly below about 7.6%;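 note: 0% = cells with vehicle only and 100% = reference agonist; strong numbers were not always called active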
The depositor's hits bear a star; & = joins results of further samples.

Screening C=CCn1c(SCC(=O)Nc2sccc2C(N)=O)nc2sc(C)c(C)c2c1=O returned SR-BI uptake up -2, Rtt109 HAT inh 15, PvdQ inh 19, SR-BI DiI inh 2, MITF act -7, RTF Ca sens act -2, CDK5 p35 inh 0.8, Wnt act 2, dFosB act -5 and HTR5A ag ctr 18*.
COc1cc(-c2cc(C(=O)Nc3ccc(S(N)(=O)=O)cc3)c3ccccc3n2)cc(OC)c1OC was read as Rtt109 HAT inh 7, PvdQ inh -8, MITF act -8, RTF Ca sens act -2, CDK5 p35 inh 0.0, Wnt act -4, dFosB act 11 and HTR5A ag ctr 3.
`CC1(C)S/C(=N/N=C/c2ccco2)NC1=O` gave SR-BI uptake up 16, Rtt109 HAT inh 40, PvdQ inh 3, SR-BI DiI inh -16, MITF act 6, RTF Ca sens act -1, CDK5 p35 inh 1.1, dFosB act -7 and HTR5A ag ctr 6.
CCCOCC(O)CC(CC)C(=O)NNC(=S)Nc1ccccc1 (stereo unspecified) was read as SR-BI uptake up 31, PvdQ inh 7, SR-BI DiI inh -31, MITF act 16, RTF Ca sens act -2, CDK5 p35 inh -0.7, Wnt act 2, dFosB act -1 and HTR5A ag ctr 1.
For COc1cc(-c2ccc3oc(-c4cccc(C)c4)c(C#CC4(O)CCCCC4)c3c2)cc(OC)c1OC the results were SR-BI uptake up -68, Rtt109 HAT inh 12, PvdQ inh 2, SR-BI DiI inh 68, MITF act 29, RTF Ca sens act 0, CDK5 p35 inh -0.3, Wnt act -11, dFosB act -2 and HTR5A ag ctr 4.
Screening COCC(C)N1CCC(Oc2ccc(C(=O)N3CCCC3)cc2)CC1 (stereo unspecified) returned SR-BI uptake up -5, Rtt109 HAT inh -1, PvdQ inh -12, SR-BI DiI inh 5, MITF act 4, RTF Ca sens act -2, CDK5 p35 inh -0.4, Wnt act -1, dFosB act 5 and HTR5A ag ctr 5.
O=C(Nc1ccccc1-c1nnn(CC(=O)N2CCCc3ccccc32)n1)c1ccco1 was read as SR-BI uptake up -47, Rtt109 HAT inh 5, PvdQ inh -9, SR-BI DiI inh 47, MITF act 4, RTF Ca sens act 9, CDK5 p35 inh -14, dFosB act -7 and HTR5A ag ctr 15.
CN1CCN(C(=O)/C(=C\c2ccccc2)c2ccccc2)CC1 was read as SR-BI uptake up 28, Rtt109 HAT inh -5, PvdQ inh 2, SR-BI DiI inh -28, MITF act 4, RTF Ca sens act -12, CDK5 p35 inh -1.3, Wnt act -3, dFosB act 0 and HTR5A ag ctr -2.
`CN(CCCn1c(=S)[nH]c2ncccc2c1=O)Cc1ccccc1` gave SR-BI uptake up 19, Rtt109 HAT inh -4, PvdQ inh -7, SR-BI DiI inh -19, MITF act 0, RTF Ca sens act 7, CDK5 p35 inh 1.4, Wnt act -3, dFosB act 0 and HTR5A ag ctr 0.
Screening CCCn1nnnc1NCc1cccc(Cl)c1 returned SR-BI uptake up 11, Rtt109 HAT inh 1, PvdQ inh -9, SR-BI DiI inh -11, RTF Ca sens act 3, CDK5 p35 inh 0.7, Wnt act -1, dFosB act 5 and HTR5A ag ctr -2.
CCOc1ccc(S(=O)(=O)N(C)C)cc1-c1nc2c(C(C)(C)C)nn(C)c2c(=O)[nH]1 was read as SR-BI uptake up 26, PvdQ inh 0, SR-BI DiI inh -26, MITF act -2, RTF Ca sens act 12, CDK5 p35 inh 3.4, dFosB act -9 and HTR5A ag ctr -3.
`CCCn1c(N)c(N2CCCCC2)c(=O)n(CC(=O)Nc2ccccc2C(F)(F)F)c1=O` gave SR-BI uptake up 2, Rtt109 HAT inh 3, PvdQ inh -7, SR-BI DiI inh -2, MITF act 8, RTF Ca sens act 3, CDK5 p35 inh -1.3, Wnt act -1, dFosB act 1 and HTR5A ag ctr -1.
For CCc1ccc(OCc2nnc(SCC(=O)NCC3CCCO3)n2C)cc1 (stereo unspecified) the results were SR-BI uptake up 16, Rtt109 HAT inh 3, PvdQ inh 2, SR-BI DiI inh -16, MITF act 6, RTF Ca sens act -7, CDK5 p35 inh 0.6, Wnt act 1, dFosB act -2 and HTR5A ag ctr 0.
Screening CCCCCCCCCNC(=O)[C@H](NC(=O)COc1ccccc1)[C@@H]1NC(C(=O)OC)C(C)(C)S1 (stereo partly specified) returned SR-BI uptake up -8, Rtt109 HAT inh -14, PvdQ inh -1, SR-BI DiI inh 8, MITF act 0, RTF Ca sens act 0, CDK5 p35 inh 1.1, Wnt act -2, dFosB act -7 and HTR5A ag ctr -1.
For Cc1ccc(-c2nc3ccccc3[nH]2)cc1NC(=O)c1sc2cc(Cl)ccc2c1Cl the results were SR-BI uptake up -54, Rtt109 HAT inh 0, PvdQ inh 6, SR-BI DiI inh 54, MITF act 17, RTF Ca sens act 6, CDK5 p35 inh 0.4, Wnt act -1, dFosB act inconclusive and HTR5A ag ctr -2.
O=C(NCc1ccccc1F)c1ccc2ccccc2n1 was read as SR-BI uptake up -5, Rtt109 HAT inh 8, PvdQ inh -1, SR-BI DiI inh 5, MITF act 18, RTF Ca sens act -1, CDK5 p35 inh 2.8, Wnt act -2, dFosB act 4 and HTR5A ag ctr -4.
`O=C(Nc1ccc(F)cc1)C1CCN(S(=O)(=O)c2cccc3nonc23)CC1` gave Rtt109 HAT inh -8, PvdQ inh -14, MITF act 1, RTF Ca sens act 1, CDK5 p35 inh -0.4, Wnt act -4, dFosB act 2 and HTR5A ag ctr 4.
For Cc1noc(C)c1C(=O)N1CCN(c2cccc(Cl)c2)CC1 the results were SR-BI uptake up 5, Rtt109 HAT inh -6, PvdQ inh -7, SR-BI DiI inh -5, MITF act 20, RTF Ca sens act -1, CDK5 p35 inh 2.2, Wnt act -12, dFosB act 3 and HTR5A ag ctr 0.
For Cc1cccc(NC(=O)C(CCC(N)=O)NC(=O)OCc2ccccc2)c1 (stereo unspecified) the results were Rtt109 HAT inh -5, PvdQ inh -7, MITF act -9, RTF Ca sens act -2, CDK5 p35 inh 0.3, Wnt act 1, dFosB act -9 and HTR5A ag ctr 5.
`OC(c1ccccc1)c1nc2ccccc2s1` (stereo unspecified) gave SR-BI uptake up -18, Rtt109 HAT inh 6, PvdQ inh 5, SR-BI DiI inh 18, MITF act 5, RTF Ca sens act -2, CDK5 p35 inh -1.0, Wnt act 7, dFosB act -4 and HTR5A ag ctr 1.
`COc1ccc(S(=O)(=O)N2CCOCC2)cc1C(=O)NCC(c1ccco1)N1CCCC1` (stereo unspecified) gave SR-BI uptake up 4, Rtt109 HAT inh 6, PvdQ inh 4, SR-BI DiI inh -4, MITF act -4, RTF Ca sens act -4, CDK5 p35 inh 0.1, Wnt act -2, dFosB act -4 and HTR5A ag ctr -4.
CC(C)N(C(=O)c1sc2cc([N+](=O)[O-])ccc2c1Cl)C(C)C was read as SR-BI uptake up -47, Rtt109 HAT inh -10, PvdQ inh -4, SR-BI DiI inh 47, RTF Ca sens act 13, CDK5 p35 inh -1.3, Wnt act -5, dFosB act -9 and HTR5A ag ctr 0.
For C#CCOCCOCCOCCNc1nc(N2CCOCC2)nc(N2CCN(C(=O)Cn3cc(CCCCN)nn3)CC2)n1 the results were SR-BI uptake up 29, Rtt109 HAT inh 4, PvdQ inh -14, SR-BI DiI inh -29, MITF act 0, RTF Ca sens act 4, CDK5 p35 inh 0.4, Wnt act 0, dFosB act -7 and HTR5A ag ctr 4.
COc1ccc(CCn2c(=S)[nH]c3cc(C(=O)NCc4ccco4)ccc3c2=O)cc1OC was read as SR-BI uptake up -53, Rtt109 HAT inh -3, PvdQ inh -15, SR-BI DiI inh 53, MITF act -90, RTF Ca sens act -2, CDK5 p35 inh -0.1, dFosB act -3 and HTR5A ag ctr -1.
For COC(=O)N1C(=O)[C@](c2ccc(Cl)cc2)(C(C)C)N1C(=O)OC the results were SR-BI uptake up 20, Rtt109 HAT inh 3, PvdQ inh -7, SR-BI DiI inh -20, MITF act -17, RTF Ca sens act -1, CDK5 p35 inh -5.3, Wnt act -2, dFosB act -4 and HTR5A ag ctr 15.
`COc1cc(C(=O)Nc2ccc(S(=O)(=O)Nc3nccc(C)n3)cc2)cc(OC)c1OC` gave SR-BI uptake up 2, Rtt109 HAT inh -4, PvdQ inh -8, SR-BI DiI inh -2, MITF act 2, RTF Ca sens act 4, CDK5 p35 inh 0.9, dFosB act -6 and HTR5A ag ctr -4.
Screening Cc1ccccc1S(=O)(=O)N1C[C@H]2CON(C)[C@H]2C[C@H]1c1cccc(N2CCOCC2)c1 returned SR-BI uptake up 27, Rtt109 HAT inh -15, PvdQ inh -17, SR-BI DiI inh -27, MITF act 7, RTF Ca sens act 4, CDK5 p35 inh 0.8, Wnt act -2, dFosB act -1 and HTR5A ag ctr -1.
`Oc1c(C=C2N=c3ccccc3=N2)sc(=S)n1-c1ccc(F)cc1` gave SR-BI uptake up -5&41, Rtt109 HAT inh 4&4, PvdQ inh 0&2, SR-BI DiI inh 5&-41, MITF act 6, RTF Ca sens act -3&0, CDK5 p35 inh -0.4&-0.3, Wnt act -1, dFosB act 2&3 and HTR5A ag ctr 0&-2.
For O=C(CCc1nc(-c2ccccc2)no1)NC1CCCCCC1 the results were SR-BI uptake up 1, Rtt109 HAT inh 3, PvdQ inh -4, SR-BI DiI inh -1, MITF act -4, RTF Ca sens act 8, CDK5 p35 inh -0.2, Wnt act -1, dFosB act -2 and HTR5A ag ctr -1.
`CCOC(=O)c1ccc(NC(=O)CSc2nnc(C3CCCCC3)n2C)cc1` gave SR-BI uptake up 2, Rtt109 HAT inh 8, PvdQ inh -14, SR-BI DiI inh -2, RTF Ca sens act 5, CDK5 p35 inh 0.9, Wnt act 19, dFosB act -3 and HTR5A ag ctr 1.
Screening Cc1cc(-c2n[nH]c(=S)n2/N=C/C=C/c2ccco2)n[nH]1 returned SR-BI uptake up 16, Rtt109 HAT inh 5, PvdQ inh -8, SR-BI DiI inh -16, RTF Ca sens act -3, CDK5 p35 inh 2.8, Wnt act 4, dFosB act -3 and HTR5A ag ctr -9.
Screening Cc1ccc(CN(C(=O)COc2ccc(C)c(C)c2)C2CCS(=O)(=O)C2)o1 (stereo unspecified) returned SR-BI uptake up 2, Rtt109 HAT inh -1, PvdQ inh -12, SR-BI DiI inh -2, MITF act 8, RTF Ca sens act 1, CDK5 p35 inh 0.7, Wnt act 0, dFosB act -3 and HTR5A ag ctr 0.
For COc1ccc(CCN=CC2=C(O)CC(C)(C)CC2=O)cc1 the results were SR-BI uptake up 16, Rtt109 HAT inh 1, PvdQ inh -8, SR-BI DiI inh -8, MITF act -2, RTF Ca sens act -1, CDK5 p35 inh 0.4, Wnt act -1, dFosB act 7 and HTR5A ag ctr 2.
